Screening data as filed in PubChem.
RGS4 block: inhibitors of human RGS4. 310,000 compounds, 0.45% hits. AID 463165. HEK293 M3R/RGS4 inducible, Fluo-4 calcium flux; active compounds read high; triggered by carbachol at its EC20. P49798. B-score at 10 µM;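 active = B-score, a plate-corrected calcium signal, over three deviations above library mean, with baseline fluorescence within five deviations of library mean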;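 note: RGS4 expression induced by doxycycline in cells with stable M3 receptor; B-score is computed from the integrated fluorescence ratio over baseline after carbachol; higher B-score means a larger calcium signal and so more RGS4 inhibition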
KCNQ1 block: human KCNQ1 channel inhibition; 310,000 compounds, 1.3% hits; P51787; CHO-K1 KCNQ1, FluxOR thallium flux fluorescence; active compounds read high; B-score at 10 µM;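 active = compounds whose thallium flux B-score, printed positive for inhibition, exceeds three library SD while starting fluorescence stays within three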;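 note: channel opened by potassium depolarization with thallium stimulus after 20 min compound exposure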
TMEM16A inh: inhibitors of mouse TMEM16A calcium-activated chloride channel; Q8BHY3; normalized B-score (activity score, 25-100; higher = stronger inhibition) at 10 µM; HEK293 TMEM16A/YFP iodide influx fluorescence, ionomycin; 310,000 compounds, 1.2% hits;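 active = ratio plate-corrected score three or more library SD toward inhibition, starting fluorescence score within five deviations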;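 note: score derived from kinetic fluorescence span divided by baseline fluorescence per well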
SKKanGAS inh: SKKanGAS growth inhibition; AID 1662; S. pyogenes SKKanGAS, kanamycin growth, BacTiter-Glo, 6 h; inhibition, % at 7.5 µM; 300,000 compounds, 1.3% hits;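 active = mean replicate score, as percent of positive control median, at least 50; inconclusive = mean below 50 but one replicate at or above 50; inactive = mean and every replicate below 50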;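 note: strain carries kanamycin resistance gene driven by streptokinase promoter and grows in 40 µg/ml kanamycin; loss of luminescence reflects streptokinase promoter inhibition or plain growth inhibition; 0% = median of DMSO wells and 100% = positive control at its reference dose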
HDAC3 inhib: blocks human histone deacetylase 3. 320,000 compounds, 0.15% hits. inhibition, % at 8.3 µM. recombinant HDAC3, fluorogenic peptide/trypsin coupled, fluorescence. O15379. AID 2718; in the data active = inhibition above about 26%, passing the limit was not always enough; inconclusive = no clear call, values can overlap the other calls
KCNK9 block: blocks the human KCNK9 two-pore domain potassium channel | B-score at 10 µM | Q9NPC2 | HEK293 KCNK9, FluxOR thallium flux fluorescence; active compounds read low | 310,000 compounds, 1.2% hits;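 active = ratio B-score over 3 SD below the library mean, with starting fluorescence within 5 SD of its mean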;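 note: negative B-score means less thallium flux so channel inhibition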
hERG rescue: shields human hERG channel from block by proarrhythmic agents; AID 1511; 310,000 compounds, 0.51% hits; Q12809; activation (rescue from dofetilide block), less the hit threshold, % at 10 µM; CHO-hERG, FluxOR thallium flux, dofetilide IC70 present;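 active = activation above the mean of controls blocked by dofetilide plus 5 SD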;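 note: thallium influx through hERG after potassium depolarization seen as dye fluorescence rise; in these data hits start at about 4.7%; inactives centre near -7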
Target sequence (Q12809 whole entry, looked up): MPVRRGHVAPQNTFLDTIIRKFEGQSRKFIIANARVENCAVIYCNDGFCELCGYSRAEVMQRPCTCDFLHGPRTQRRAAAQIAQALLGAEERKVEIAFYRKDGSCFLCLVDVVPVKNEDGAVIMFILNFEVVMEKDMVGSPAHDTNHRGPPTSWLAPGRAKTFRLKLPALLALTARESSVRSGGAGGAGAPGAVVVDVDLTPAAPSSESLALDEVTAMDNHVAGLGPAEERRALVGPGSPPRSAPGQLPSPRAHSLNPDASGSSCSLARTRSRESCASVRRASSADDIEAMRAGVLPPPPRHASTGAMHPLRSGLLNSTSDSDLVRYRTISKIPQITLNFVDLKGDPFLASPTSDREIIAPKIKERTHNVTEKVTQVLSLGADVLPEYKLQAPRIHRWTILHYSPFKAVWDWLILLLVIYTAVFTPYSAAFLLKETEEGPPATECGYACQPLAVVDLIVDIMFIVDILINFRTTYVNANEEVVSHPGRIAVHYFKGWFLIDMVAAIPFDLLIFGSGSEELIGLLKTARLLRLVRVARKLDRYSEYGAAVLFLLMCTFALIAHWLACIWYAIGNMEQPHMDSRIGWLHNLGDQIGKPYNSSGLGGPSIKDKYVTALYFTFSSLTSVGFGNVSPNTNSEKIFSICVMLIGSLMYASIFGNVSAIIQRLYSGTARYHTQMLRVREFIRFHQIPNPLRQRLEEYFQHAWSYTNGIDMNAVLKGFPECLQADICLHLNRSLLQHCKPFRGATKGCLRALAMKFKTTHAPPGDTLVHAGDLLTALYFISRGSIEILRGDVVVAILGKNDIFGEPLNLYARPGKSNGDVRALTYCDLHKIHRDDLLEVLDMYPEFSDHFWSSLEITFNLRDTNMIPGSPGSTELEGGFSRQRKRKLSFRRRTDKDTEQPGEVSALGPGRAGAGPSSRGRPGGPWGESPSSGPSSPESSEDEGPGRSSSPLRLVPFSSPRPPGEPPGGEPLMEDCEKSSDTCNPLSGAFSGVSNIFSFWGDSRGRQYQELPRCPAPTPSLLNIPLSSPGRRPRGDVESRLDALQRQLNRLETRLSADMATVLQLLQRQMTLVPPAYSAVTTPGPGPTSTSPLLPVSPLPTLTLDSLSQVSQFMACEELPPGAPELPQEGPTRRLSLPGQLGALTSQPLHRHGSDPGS
TMEM16A act: activators or potentiators of mouse TMEM16A chloride channel | B-score at 10 µM | Q8BHY3 | HEK293 TMEM16A/YFP-H148Q/I152L, iodide quench fluorescence; active compounds read low | 340,000 compounds, 0.3% hits;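 active = fluorescence-ratio B-score plate-corrected deviation score at least 3 library SD below zero, with starting fluorescence score within 5 deviations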;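 note: channel opened by trigger with iodide after compound preincubation; score built on the fluorescence ratio of max minus min over baseline; more negative score means more quench and so TMEM16A activation or potentiation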
KCNK3 block: human KCNK3 channel inhibition, primary screen | 340,000 compounds, 0.84% hits | B-score at 10 µM | CHO-KCNK3 thallium flux, FluxOR fluorescence; active compounds read low;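 active = B-score under library mean minus 4 SD, starting fluorescence ratio at most library mean plus 5 SD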;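 note: more negative B-score means stronger inhibition of thallium flux through KCNK3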
KCNQ1 pot: human KCNQ1 channel potentiation or activation. P51787. CHO-K1 KCNQ1, thallium flux FluxOR fluorescence; active compounds read high. B-score at 10 µM. 310,000 compounds, 0.35% hits. AID 2648;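 active = fluorescence ratio B-score, a plate-corrected score, at least three library SD, with initial intensity B-score within 5 SD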
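assay system = KCNQ1-transfected CHO-K1 cells | medium = assay buffer with matched DMSO | probe or stimulus = depolarizing K+/Tl+ stimulus, K2SO4 and Tl2SO4 each 12.5 mM in 5x stock | dosing = single dose | incubation = dye 90 min, compound 20 min, room temperature | detection = kinetic FluxOR fluorescence, 10 s baseline plus 110 s post-stimulus | evaluation = ratio B score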
RGS4 pot: potentiators or activators of RGS4 | HEK293 M3R/inducible RGS4, carbachol calcium flux Fluo4; active compounds read low | B-score at 10 µM | 310,000 compounds, 0.92% hits;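 active = B-score of the integrated calcium signal more than 4 SD below the library mean, with starting fluorescence not abnormally high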;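 note: negative B-score means reduced calcium response which marks RGS4 activation or potentiation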
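Test system: HEK293 cells with stable M3R and inducible RGS4; also added: carbachol at ECmax as muscarinic agonist stimulus; schedule: dye loading 30 min 37 °C, buffer rest 30 min RT; technique: kinetic calcium fluorescence imaging with Fluo4-AM dye, 2 µM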
An asterisk follows results filed as active; i = inactive; ? = inconclusive; . = no result given.

SMILES | RGS4 block | KCNQ1 block | TMEM16A inh | SKKanGAS inh | HDAC3 inhib | KCNK9 block | hERG rescue | TMEM16A act | KCNK3 block | KCNQ1 pot | RGS4 pot
O=C(Cc1ccc(S(=O)(=O)N2CCOCC2)s1)Nc1ccc(S(=O)(=O)N2CCCCC2)cc1 | i | i | i | -1 | -3 | i | -4 | i | i | i | i
CCOC(=O)c1cnc2oc3ccccc3n2c1=O | i | i | i | -2 | -11 | i | -2 | i | i | i | i
Clc1ccc(Nc2nc(NCCN3CCOCC3)nc(N3CCOCC3)n2)cc1 | i | i | i | -1 | 2 | i | -2 | i | i | i | i
Cc1ccsc1C(C(=O)NCc1ccccc1)N(C(=O)c1csnn1)c1ccccc1 (stereo not given) | i | i | i | 0 | -2 | i | -3 | i | i | i | i
CCOc1cc(N2CCOCC2)c(OCC)cc1NC(=O)CN1CCN(Cc2ccc3c(c2)OCO3)CC1 | i | i | i | 4 | 9 | i | -21 | i | i | i | i
COc1cccc(OCc2nn[nH]n2)c1 | i | i | i | 0 | 3 | i | 4 | i | i | i | i
CC1CCN(c2nc3c(c(=O)[nH]c(=O)n3C)n2Cc2ccccc2Cl)CC1 | i | i | i | 9 | . | i | -6 | i | i | i | i
CC(C)C(NC(=O)c1ccc(Br)cc1)C(=O)NC1=NCCS1 (stereo not given) | i | i | i | -7 | -1 | i | -4 | i | i | i | i
Cc1cc2c(cc1S(=O)(=O)Nc1cccc(C)c1C)n(C)c(=O)c(=O)n2C | i | i | i | -7 | 1 | i | -6 | i | i | i | i
Cc1ccc(S(=O)(=O)NCC(=O)OCc2csc(-c3ccccc3)n2)cc1 | i | i | i | -12 | -2 | i | -17 | i | i | i | i
Cc1cc(=O)[nH]c(=S)[nH]1 | i | i | i | -2 | 3 | i | -5 | i | i | i | i
NC(=O)C1CCN(CC(=O)Nc2cc(Cl)ccc2Oc2ccccc2)CC1 | i | i | i | 3 | -3 | i | -6 | i | i | i | i
Cc1cc(C)nc(-n2ncc3c2CC(C)CC3=O)n1 (stereo not given) | i | i | i | -4 | -2 | i | -10 | i | i | i | i
COC(=O)C1=C(C)N(CCCC(=O)O)C(=O)NC1c1cccc(OC)c1 (stereo not given) | i | i | i | -2 | -2 | i | 1 | i | i | i | i
CCn1c(CCCNC(=O)c2cccs2)nc2ccccc21 | i | i | i | 1 | . | i | -7 | i | i | i | i
COc1ccc(/C=N/n2c(COc3ccccc3)n[nH]c2=S)cc1OC | i | i | i | 0 | 2 | i | -6 | i | i | i | i
O=C1CCn2nc(-c3ccc(Cl)cc3)cc2N1 | i | i | i | -7 | 2 | i | -13 | i | i | i | i
Cc1cccc(Nc2nnc(SCC(=O)Nc3ncc(C(F)(F)F)cc3Cl)s2)c1C | i | i | i | 2 | -1 | i | -9 | i | i | i | i
Oc1[nH]c2ccccc2c1OCc1ccncc1 | i | i | i | -1 | 7 | i | -5 | i | i | i | i
COC(=O)c1ccc(C)c(NC(=O)c2ccc(CN3CCc4ccccc4C3)cc2)c1 | i | i | i | 2 | 4 | i | -12 | i | i | i | i
Cc1ccc(S(=O)(=O)Nc2c(C)ccc3nsnc23)cc1 | i | i | i | 0 | 2 | i | -6 | i | i | i | i
O=C(NC1CCCC1)C(c1ccncc1)N(Cc1ccccc1)C(=O)Cc1cccs1 (stereo not given) | i | i | i | -4 | 3 | i | -4 | i | i | i | i
COc1cccc2cc(C(C)N(CCCN3CCOCC3)C(=S)Nc3ccc(C)cc3)oc12 (stereo not given) | i | i | i | -17 | 4 | i | -9 | i | -9.5* | i | i
COc1ccc(Cl)cc1N(CC(=O)NC1CC2CCC1C2)S(=O)(=O)c1ccccc1 (stereo not given) | i | i | i | 2 | 6 | i | -11 | i | i | i | i
COc1ccc(N(C(=O)c2ccncc2)S(=O)(=O)c2ccccc2)cc1 | i | i | i | 1 | 10 | i | -5 | i | i | i | i
SMILES | RGS4 block | KCNQ1 block | TMEM16A inh | SKKanGAS inh | HDAC3 inhib | KCNK9 block | hERG rescue | TMEM16A act | KCNK3 block | KCNQ1 pot | RGS4 pot
N#Cc1ccc(OCC(=O)Nc2cc(S(=O)(=O)N3CCOCC3)ccc2N2CCOCC2)cc1 | i | i | i | -6 | -3 | i | -16 | i | i | i | i
O=C(O)c1c(F)c(F)cc2ccccc12 | i | i | i | 1 | 1 | i | -4 | i | i | i | i
Cc1ccc(SCC(=O)N(C)CC(=O)Nc2cccc(F)c2)c(C)c1 | i | i | i | -9 | 8 | i | -13 | i | i | i | i
Cc1cc2oc(C(=O)NCc3ccncc3)c(C)c2cc1C | i | i | i | -11 | -6 | i | 0 | i | i | i | i
CCn1c(COc2ccc3c(c2)CCCC3)nnc1SCC(=O)Nc1nccs1 | i | i | i | 0 | -2 | i | -11 | i | i | i | i
CCCCCCc1cc2cc(-c3nnc(-c4ccccc4OC)o3)c(=O)oc2cc1O | i | 8* | i | 9 | -3 | i | -8 | i | i | i | i
CC(=O)c1ccc(C(=O)N2CCCC(Nc3ccccc3)C2)s1 (stereo not given) | i | i | i | 7 | -1 | i | -9 | i | i | i | i
CC(=O)Cc1nsc(NC(=O)c2cccs2)n1 | i | i | i | 2 | 1 | i | 12* | i | i | i | i
CCOC(=O)N1CCN(C(=O)COC(=O)CSc2cc(C)c(Br)cc2C)CC1 | i | i | i | -12 | -2 | i | -13 | i | i | i | i
ClC1(Cl)CC1CSc1nc2ccccc2[nH]1 (stereo not given) | i | i | i | 4 | -6 | i | -22 | i | i | i | i
Cc1ccc(C(=O)Oc2ccc3c(c2)ncn3C)cc1 | i | i | i | 3 | 0 | i | -8 | i | i | i | i
Cc1csc(C2=C(O)CN(CCc3ccccc3)C2=N)n1 | i | i | i | 8 | 3 | i | 1 | i | i | i | i
CC(=O)c1sc(NC(=O)CCS(=O)(=O)c2ccccc2)nc1C | i | i | i | 27 | 3 | i | -11 | i | i | i | i
Nc1nc(-c2ccc(Br)s2)c(Br)s1 | i | i | i | 10 | 6 | i | -6 | i | i | i | i
CCOc1c2ccc(C(=O)NCc3cc(C(F)(F)F)cc(C(F)(F)F)c3)cc2nn1C | i | i | i | -4 | 1 | i | -11 | i | i | i | i
Cc1nnc(SCc2nnc(-c3ccccc3Br)o2)s1 | i | i | i | 16 | -10 | i | -8 | -7.9* | i | i | i
CC(C)N(C(=O)CSc1nn2c(=O)c(C(C)(C)C)nnc2s1)c1ccccc1 | i | i | i | -2 | 2 | i | -6 | i | i | i | i
O=C(NN1C(=O)C2C3C=CC(C3)[C@H]2C1=O)c1cccnc1 (stereo not given in full) | i | i | i | -13 | 7 | i | -6 | i | i | i | i
COCCN(CC1CCCN(C2Cc3ccccc3C2)C1)C(=O)c1cccs1 (stereo not given) | i | i | i | 2 | ? | i | -6 | i | i | i | i
CCc1c(O)nc(SCC(=O)NC(C)(C)C)n(-c2ccccc2)c1=O | i | i | i | 6 | -4 | i | -4 | i | i | i | i
Cc1nc2nc(CCNS(=O)(=O)c3ccc(Cl)cc3)cn2nc1C | i | i | i | 1 | -1 | i | -7 | i | i | i | i
Cc1cc(NCc2ccccc2Cl)n2nnnc2n1 | i | i | i | 3 | -2 | i | -6 | i | i | i | i
CCOc1ccc(N2CC(C(=O)Nc3cccc(S(=O)(=O)N4CCCCC4)c3)CC2=O)cc1 (stereo not given) | i | i | i | -21 | 2 | i | -17 | i | i | i | i
Cn1c(C(=O)N2CCN(Cc3ccccc3)CC2)cc2c(=O)n(C)c3ccccc3c21 | i | i | i | -7 | 1 | i | -12 | i | i | i | i
CCNC(=O)COc1cc(C)c(Br)c(C)c1 | i | i | i | -5 | 3 | i | -20 | i | i | i | i
SMILES | RGS4 block | KCNQ1 block | TMEM16A inh | SKKanGAS inh | HDAC3 inhib | KCNK9 block | hERG rescue | TMEM16A act | KCNK3 block | KCNQ1 pot | RGS4 pot
COc1ccc(NC(=S)N2CCN(C(c3ccccc3)c3ccccc3)CC2)c(OC)c1 | i | i | i | 7 | 6 | i | -6 | i | i | i | i
Cc1nn(C)c(Oc2ccc(Cl)cc2)c1C=O | i | i | i | -16 | -4 | i | -10 | i | i | i | i
CN1C(=O)/C(=C/C=C2\SCCN2C)N(C)C1=S | i | i | . | -11 | . | i | -10 | i | i | i | i
COc1ccc2cc[nH]c2c1 | i | i | i | -6 | -10 | i | -8 | i | i | i | i
CCC(=O)N(Cc1cc2c(C)cc(C)cc2[nH]c1=O)C1CCCCC1 | i | i | i | -10 | 1 | i | -3 | i | i | i | i
Cc1ccc2c(c1)c1nnc(SCC(=O)Nc3cccc(Cl)c3C)nc1n2CC(=O)O | i | i | i | -2 | 3 | i | -6 | i | i | i | i
COc1ccc(-n2c(C(C)(C)C)csc2=Nc2c(C)n(C)n(-c3ccccc3)c2=O)cc1 | i | i | i | -2 | -10 | i | -4 | i | i | i | i
O=C(C1CCC1)N1CCN(S(=O)(=O)c2cccc(F)c2)CC1 | i | i | i | -1 | -2 | i | -16 | i | i | i | i
COc1ccc(OC)c(S(=O)(=O)Nc2ccccc2C)c1 | i | i | i | -6 | -6 | i | -10 | i | i | i | i
CN(Cc1nc(Cc2ccccc2F)no1)Cc1cccc2ncccc12 | i | i | i | 3 | -1 | i | -7 | i | i | i | i
CCOCCn1c(=NC(=O)c2ccc(S(=O)(=O)N3CCOCC3)cc2)sc2cc(S(N)(=O)=O)ccc21 | i | i | i | 10 | 14 | i | -18 | i | i | i | i
CCCCCCCNC(=O)C1(CC2CC(c3ccc(Cl)cc3)=NO2)CCN(C(=O)Cc2ccc(F)cc2)CC1 (stereo not given) | i | i | i | 27 | 18 | i | -13 | i | i | i | i
CC(=O)Nc1ccc(S(=O)(=O)Nc2ccn(Cc3ccccc3Cl)n2)cc1 | i | i | . | -8 | . | i | -2 | i | i | i | i
Cc1ccc(C(=O)N/C(=C\c2ccc(C(C)C)cc2)C(=O)NCCCN2CCOCC2)cc1 | i | i | i | -1 | 0 | i | -10 | i | i | i | i
Cc1cc(Cl)ccc1N=c1ssnc1Cl | i | i | i | 3 | 7 | i | -8 | i | i | i | i
CCCCN(C(=O)Cn1nnc2ccccc21)C(C(=O)NCCOC)c1ccccc1 (stereo not given) | i | i | i | 0 | -4 | i | -7 | i | i | i | i
c1ccc(-c2noc(CSc3nnnn3C3CCCCC3)n2)cc1 | i | i | i | 1 | -4 | i | -10 | i | i | i | i
